Assay outcomes (PubChem)
TRPC6 act: mouse TRPC6 channel activation; HEK293-TRPC6 membrane potential dye fluorescence; hits give high values; B-score at 10 µM; hit rate 0.13% among 310,000;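 active = B-score of the integrated fluorescence ratio above library mean plus 3 SD, and starting fluorescence ratio within library mean plus 5 SD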;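 also: higher score means more depolarization so channel activation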
ANO1 block: mouse TMEM16A channel inhibition, primary screen; normalized B-score (activity score, 25-100; higher = stronger inhibition) at 10 µM; AID 588511; Q8BHY3; HEK293 TMEM16A/YFP iodide influx fluorescence, ionomycin; hit rate 1.2% among 310,000;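 active = ratio plate-corrected score three or more library SD toward inhibition, starting fluorescence score within five deviations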;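 also: score derived from kinetic fluorescence span divided by baseline fluorescence per well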
MrgX1 antagonist: blocks BAM8-22 activation of human MrgX1 receptor; AID 588676; MRGX1-HEK293 calcium flux, Fluo-4, BAM8-22 antagonism; hits give low values; hit rate 1.3% among 310,000; Q96LB2; B-score at 10 µM;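 active = calcium-response B-score plate-corrected more than 3 library SD below zero, starting fluorescence within 5 deviations, no agonist response on first addition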;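 also: peak minus trough fluorescence over baseline after final BAM8-22 challenge near maximal dose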
Target sequence (Q96LB2 whole entry, looked up): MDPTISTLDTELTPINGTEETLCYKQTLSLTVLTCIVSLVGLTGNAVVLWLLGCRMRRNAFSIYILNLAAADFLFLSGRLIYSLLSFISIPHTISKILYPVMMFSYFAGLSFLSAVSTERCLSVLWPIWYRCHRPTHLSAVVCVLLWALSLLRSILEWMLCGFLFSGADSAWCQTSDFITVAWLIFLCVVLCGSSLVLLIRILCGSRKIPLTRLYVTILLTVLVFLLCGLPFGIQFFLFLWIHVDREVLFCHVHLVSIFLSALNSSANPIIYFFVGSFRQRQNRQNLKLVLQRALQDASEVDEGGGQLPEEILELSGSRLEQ
MrgX1 PAM: human MrgX1 positive allosteric modulation, primary screen. Q96LB2. MrgX1-HEK293, Fluo-4 calcium flux, FDSS; hits give high values. B-score at 10 µM. hit rate 0.63% among 310,000. AID 588675;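 active = plate-corrected calcium response at least 3 library SD above typical, normal starting fluorescence, not activating the receptor alone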;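 also: compound read alongside a low EC10 to EC30 dose of BAM8-22 agonist; peak minus trough fluorescence over baseline measured at the second addition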
SKKanGAS inh: blocks kanamycin growth of S. pyogenes SKKanGAS strain; inhibition, % at 7.5 µM; hit rate 1.3% among 300,000; BacTiter-Glo, 6 h;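 active = mean replicate score, as percent of positive control median, at least 50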;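 also: strain carries kanamycin resistance gene driven by streptokinase promoter and grows in 40 µg/ml kanamycin; loss of luminescence reflects streptokinase promoter inhibition or plain growth inhibition; 0% = median of DMSO wells and 100% = positive control at its reference dose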
TRPC4 PAM: allosteric potentiators of mouse TRPC4 channel; Q9QUQ5; HEK293 TRPC4beta/mu-opioid, DAMGO EC20, Fluo-4 Ca2+ flux; hits give high values; B-score at 10 µM; hit rate 0.42% among 310,000;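 active = B-score of calcium response area above 5 SD of library B-scores, with initial fluorescence ratio within 5 SD of library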;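 also: B-score of integrated fluorescence ratio over time as area under calcium response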
ANO1 activ: activates or potentiates the mouse TMEM16A chloride channel; Q8BHY3; HEK293 TMEM16A/YFP-H148Q/I152L, iodide quench fluorescence; hits give low values; B-score at 10 µM; hit rate 0.3% among 340,000; AID 623877;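 active = fluorescence-ratio B-score plate-corrected deviation score at least 3 library SD below zero, with starting fluorescence score within 5 deviations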;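 also: channel opened by trigger with iodide after compound preincubation; score built on the fluorescence ratio of max minus min over baseline; more negative score means more quench and so TMEM16A activation or potentiation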
TRPC4 inh: inhibitors of mouse TRPC4 channel; Q9QUQ5; HEK293 TRPC4beta/mu-opioid, DAMGO-evoked Fluo4 calcium flux; hits give low values; hit rate 0.39% among 300,000; B-score at 10 µM; AID 2247;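 active = B-score over 3 SD under the library average, no early fluorescence shift, positive overall ratio signal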
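Material: HEK293 cells with stable TRPC4beta plus mu-opioid receptor expression / Probe or stimulus: DAMGO in two steps, submaximal then maximal / Compound: single concentration per test compound / Technique: kinetic Fluo4 fluorescence imaging of calcium influx / Read-out: per-well B score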
TRPC6 inh: mouse TRPC6 channel inhibition; Q61143; HEK293-TRPC6, membrane potential dye, ACh-evoked depolarization; hits give low values; B-score at 10 µM; hit rate 1.1% among 310,000;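 active = B-score under library mean minus 3 SD, initial fluorescence not abnormally high, positive integrated signal ratio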;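 also: B-score derived from integrated fluorescence ratio over the kinetic read; more negative B-score means stronger inhibition of depolarization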
TRPC4 agonist: activators of mouse TRPC4 channel; Q9QUQ5; HEK293 TRPC4beta/mu-opioid, Fluo4 calcium fluorescence; hits give high values; B-score at 10 µM; hit rate 0.49% among 310,000; AID 2237;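 active = B-score above 5 SD of library B-scores, and initial fluorescence ratio not above library mean plus 5 SD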;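 also: positive B-score marks a calcium rise read as TRPC4 activation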
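System: HEK293 cells stably co-expressing mouse TRPC4beta and mu-opioid receptor; Schedule: Fluo4 dye loading 45 min at room temperature, 110 s recording; Detection: Fluo4 fluorescence, kinetic; Evaluation: B-scored integrated calcium fluorescence ratio; Controls: buffer (low) and maximal DAMGO (high).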
MrgX1 ag: activates human MrgX1 receptor signaling; Q96LB2; MrgX1-HEK293 cells, Fluo-4 calcium fluorescence, agonist mode; hits give high values; B-score at 10 µM; hit rate 0.44% among 310,000;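 active = calcium response B-score plate-corrected fluorescence ratio at least 3 library SD, with starting fluorescence B-score inside 5 SD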
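System – MrgX1-expressing HEK293 cells · Incubation – cells plated overnight, dye loaded 0.5 h 37 °C, 0.5 h room temperature · Technique – kinetic Fluo-4 NW fluorescence of intracellular calcium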
* hit, by the source's call; i = inactive; . = no result given.

Values run as follows: TRPC6 inh	ANO1 activ	MrgX1 ag	ANO1 block	MrgX1 PAM	TRPC6 act	SKKanGAS inh	TRPC4 agonist	TRPC4 inh	TRPC4 PAM	MrgX1 antagonist
COc1ccccc1N1CCN(C(=O)C2CCN(S(=O)(=O)c3ccc4c(c3)CC(C)N4C(=O)C3CC3)CC2)CC1 (centres undefined)
  i	i	i	i	i	i	6.1	i	i	i	i
O=C(CSc1nc(-c2ccccc2)cc(C(F)(F)F)n1)c1cccc([N+](=O)[O-])c1
  i	i	i	i	i	i	1.9	i	i	i	i
CC(=O)Nc1ccc(NC(=O)CSc2nnc(CC(C)O)n2-c2ccccc2)cc1 (centres undefined)
  i	i	i	i	i	i	-2.5	i	i	i	i
C=CCn1c(=S)[nH]c2sc3c(c2c1=O)CCC3
  i	i	.	.	.	i	11.1	i	i	i	.
O=C(CN1C(=O)/C(=C/c2ccccc2)SC1=S)NNC(=O)c1ccccc1O
  i	i	i	i	i	i	32.9	i	i	i	i
COc1ccccc1C(=O)N/C(=C/c1ccc(Br)cc1)C(=O)N1CCCC1
  i	i	i	i	i	i	11.9	i	i	i	i
CC(C)CCNC(=O)C12CN(Cc3ccccc3)CC1C(c1cccc([N+](=O)[O-])c1)=NO2 (centres undefined)
  i	i	i	i	i	i	12.1	i	i	i	i
Cc1c(O)nc(SCC(=O)Nc2nccs2)n(-c2ccccc2F)c1=O
  i	i	i	i	i	i	8.0	i	i	i	i
COC(=O)c1ccccc1NC(=O)C/C(C)=N/NC(=O)Cc1ccc(Cl)cc1
  i	i	i	i	i	i	-8.9	i	i	i	i
Cc1cccc(C)c1NC(=O)CSc1nc(-c2ccco2)cc(C(F)(F)F)n1
  i	i	i	i	i	i	2.1	i	i	i	i
CCc1ccc(NC(=O)C(CC)c2ccccc2)cc1 (centres undefined)
  i	i	i	i	i	i	-0.3	i	i	i	i
O=C(Nc1cccc(Cl)c1N1CCOCC1)c1cccs1
  i	i	i	i	i	i	-0.1	i	i	i	i
COc1ccc(-n2cnc3scc(-c4ccccc4)c3c2=O)cc1
  i	i	i	i	i	i	-17.5	i	i	i	i
CCN1CCN(CCOCCOc2ccccc2)CC1
  i	i	i	i	i	i	0.1	i	i	i	i
CCCCn1c(N)c(N(CCOC)C(=O)c2sc3ccccc3c2Cl)c(=O)[nH]c1=O
  i	i	i	i	i	i	0.4	i	i	i	i
CSc1ccc(/C=C(/NC(=O)c2ccco2)C(=O)N2CCCCCC2)cc1
  i	i	i	i	i	i	7.4	i	i	i	i
Cc1c(C(=O)NCC2CCCO2)oc2ccc3c(c12)C(=O)CC(C)(C)O3 (centres undefined)
  i	i	i	i	i	i	0.3	i	i	i	i
CCc1noc(C)c1C(=O)Nc1nc(-c2ccc(OC)cc2)cs1
  i	i	i	i	i	i	7.5	i	i	i	i
CCOC(=O)c1cc(C#N)c(SCc2ccc(C#N)cc2)nc1C
  i	i	i	i	i	i	-3.8	i	i	i	i
CCOC(=O)c1ccc(NCc2nc3ccccc3n2C)cc1
  i	i	i	i	i	i	-5.2	i	i	i	i
CCn1c(NCCc2ccc(OC)c(OC)c2)nc2c1c(=O)n(C)c(=O)n2C
  i	i	i	i	i	i	-1.2	i	i	i	i
COc1ccc(Br)cc1C(=O)Nc1nnn(C)n1
  i	i	i	i	i	i	0.7	i	i	i	i
CCOc1ccc(C(=O)NCc2ccco2)cc1OCC
  i	i	i	i	i	i	-4.9	i	i	i	i
CCCCCSc1nnc(N)s1
  i	i	i	i	i	i	-9.1	i	i	i	i
CCN1C(=O)/C(=C/c2ccc(OCc3ccc(C(=O)O)cc3)c(Cl)c2)NC1=S
  i	i	i	i	i	i	45.0	i	i	i	i
COc1ccc(C(=O)Nn2cnc3scc(-c4cccs4)c3c2=O)c(O)c1
  i	i	i	i	i	i	19.9	i	i	i	i
N#Cc1c(-n2ccnc2)cccc1-n1ccnc1
  i	i	i	i	i	i	9.7	i	i	i	i
C=CCN(C(=O)CNS(=O)(=O)c1ccccc1)C(C(=O)NCCOC)c1cccnc1 (centres undefined)
  i	i	i	i	i	i	-2.6	i	i	i	i
C/C(N)=C(/C#N)C(=O)CSc1nnc(C)n1-c1ccccc1
  i	i	i	i	i	i	1.1	i	i	i	i
Cc1cc(C)nc(NS(=O)(=O)c2ccc(NC(=O)c3snnc3C)cc2)n1
  i	i	i	i	i	i	-5.4	i	i	i	i
Cc1cc([N+](=O)[O-])nn1CCCC(=O)Nc1c(C)n(C)n(-c2ccccc2)c1=O
  i	i	i	i	i	i	-4.5	i	i	i	i
COc1ccc(N(C)S(=O)(=O)c2cccc(C(=O)NC3CCCCCC3)c2)cc1
  i	i	i	i	i	i	-1.3	i	i	i	i
CCc1ccc(NC(=O)C(NS(=O)(=O)c2cccc3nsnc23)c2ccccc2)cc1 (centres undefined)
  i	i	i	i	i	i	-13.7	i	i	i	i
Cc1cccc(OCCCn2ccnc2)c1
  i	i	i	i	i	i	-0.1	i	i	i	i
COc1cc(/C=C(\C#N)c2nc3c(s2)CCCC3)ccc1O
  i	.	i	i	i	93.2*	43.6	91*	i	i	i
N#CC1=C2N=C(N)c3ccccc3N2C2=C(C(=O)CCC2)C1c1ccccc1F (centres undefined)
  i	i	i	i	i	i	1.3	i	i	i	i
CCCCN(CCCC)C(=O)/C=C/c1cccc([N+](=O)[O-])c1
  i	i	i	i	i	i	1.6	i	i	i	i
CCOC(=O)C(Cc1ccc(O)cc1)NC(=O)CNC(=O)C(CC(C)C)NC(=O)OC(C)(C)C (centres undefined)
  i	i	i	i	i	i	9.4	i	i	i	i
Cc1ccc2c(CC(=O)Nc3sccc3C(N)=O)coc2c1
  i	i	i	i	i	i	2.2	i	i	i	i
CCCC(=O)Nc1ccc(C(N)=O)cc1
  i	i	i	i	i	i	4.6	i	i	i	i
Cc1ccc(S(=O)(=O)N(CC(=O)NCc2ccc(F)cc2)C(=O)N2CCN(C)CC2)cc1
  i	i	i	i	i	i	-5.2	i	i	i	i
CC1=C(C)CC(C(=O)NC(C)CCc2ccccc2)C(C(=O)O)C1 (centres undefined)
  i	i	i	i	i	i	-4.3	i	i	i	i
Cc1ccccc1N(C(=O)CNC(=O)c1ccco1)C(C(=O)NC1CCCCC1)c1cccnc1 (centres undefined)
  i	i	i	i	i	i	-2.2	i	i	i	i
Nc1nc(NC(=O)c2cccnc2)nn1-c1ccccc1
  i	i	i	i	i	i	-2.3	i	i	i	i
COc1cc(/C=N\NC(=O)C2C(=O)NCC2c2ccccc2)cc(OC)c1O (centres undefined)
  i	i	i	i	i	i	-1.5	i	i	i	i
NC(=O)c1ccc(NC(=O)COC(=O)c2ccc3c(c2)OCCO3)cc1
  i	i	i	i	i	i	-22.8	i	i	i	i
COc1ccc(-n2c(SCC(=O)NCc3ccco3)nc3c([nH]c4ccccc43)c2=O)cc1
  i	i	i	i	i	i	-3.5	i	i	i	i
COC(=O)c1ccc(CNC(=O)CSC2=NCCS2)cc1
  i	i	i	i	i	i	2.5	i	i	i	i
CCOC(=O)C1C(=O)NC(SCC(=O)Nc2nccs2)=C(C#N)C1c1ccccc1OCC (centres undefined)
  i	i	i	i	i	i	-2.5	i	i	i	i
COc1ccc(/C=C\C(=O)NCc2ccc3[nH]c(C)cc3c2)cc1OC
  i	i	i	i	i	i	1.3	i	i	i	i
CCN(CC)CC(O)COCCC12CC3CC(CC(C3)C1)C2 (centres undefined)
  i	i	i	i	i	i	3.2	i	i	i	i
CC(C)(C)c1ccc(C(=O)NCC(=O)N2CCCCCC2)cc1
  i	i	i	i	i	i	-4.1	i	i	i	i
CCOC(=O)C1(Cc2cccc(OC)c2)CCN(Cc2ccccc2)CC1
  i	i	i	i	i	i	1.0	i	i	i	i
Cc1nc(Cl)cc(N/N=C/c2ccc(O)cc2O)n1
  i	i	i	i	i	i	-0.1	i	i	i	i
N#Cc1c(N)n(CCNC(=O)c2ccccc2)c2nc3ccccc3nc12
  i	i	i	i	i	i	-0.1	i	i	i	i
COC(=O)CC1(C(=O)OC)Oc2ccc(Br)cc2C(=O)N1c1cc(Cl)c(Cl)cc1Cl (centres undefined)
  i	i	i	i	i	i	11.0	i	i	i	i
Cc1noc(C)c1S(=O)(=O)N1Cc2ccccc2CC1C(=O)N(C)C (centres undefined)
  i	i	i	i	i	i	-5.3	i	i	i	i
O=C(CCl)NC(Cc1ccccc1)c1ccccc1 (centres undefined)
  i	i	i	i	i	i	1.4	i	i	i	i
CN(CC(=O)Nc1cccc(F)c1)C(=O)c1ccccc1OCCOc1ccccc1
  i	i	i	i	i	i	-3.7	i	i	i	i
N=c1n(CCN2CCOCC2)c2ccccc2n1CC(=O)c1cccc([N+](=O)[O-])c1
  i	i	i	i	i	i	1.7	i	i	i	i

(list continues)
Values run as follows: TRPC6 inh	ANO1 activ	MrgX1 ag	ANO1 block	MrgX1 PAM	TRPC6 act	SKKanGAS inh	TRPC4 agonist	TRPC4 inh	TRPC4 PAM	MrgX1 antagonist
COCCNC(=O)C(c1ccc(C)cc1)N(Cc1ccccc1)C(=O)CCC(=O)Nc1ccccn1 (centres undefined)
  i	i	i	i	i	i	-1.1	i	i	i	i
O=C(Nc1cccc2cccnc12)c1ccc2c(c1)OCCO2
  i	i	i	i	i	i	8.2	i	i	i	i
Cc1cccc(C(=O)NC2CCN(C(=S)NCc3ccco3)CC2)c1
  i	i	i	i	i	i	6.0	i	i	i	i
Cc1cc(C)c(-c2c(O)c3cnn(-c4ccccc4)c3[nH]c2=O)c(C)c1
  i	i	i	i	i	i	1.2	i	i	i	i
CCN(C(=O)C1CSC2(C)CCC(=O)N12)c1nc2c(C)cccc2s1 (centres undefined)
  i	i	i	i	i	i	-3.9	i	i	i	i
CC(=O)Nc1ccc(NC(=O)c2ccc(C3SCC(=O)N3CCc3ccccc3)cc2)cc1 (centres undefined)
  i	i	i	i	i	i	3.8	i	i	i	i
CSc1ncccc1C(=O)NCCc1ccccc1F
  i	i	i	i	i	i	-2.4	i	i	i	i
